Bioassay records from PubChem.
D2 potentiator = positive allosteric modulators of human D2 dopamine receptor | AID 485347 | HEK293 T-REx D2, calcium flux, EC20 dopamine potentiation | potentiation, % at 10 µM | P14416 | actives 0.34% (n = 340,000);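 active means potentiation over 3 SD above the plate norm, cut at about 30% in these data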; further: 0% is about no effect
Target sequence (P14416 whole entry, looked up): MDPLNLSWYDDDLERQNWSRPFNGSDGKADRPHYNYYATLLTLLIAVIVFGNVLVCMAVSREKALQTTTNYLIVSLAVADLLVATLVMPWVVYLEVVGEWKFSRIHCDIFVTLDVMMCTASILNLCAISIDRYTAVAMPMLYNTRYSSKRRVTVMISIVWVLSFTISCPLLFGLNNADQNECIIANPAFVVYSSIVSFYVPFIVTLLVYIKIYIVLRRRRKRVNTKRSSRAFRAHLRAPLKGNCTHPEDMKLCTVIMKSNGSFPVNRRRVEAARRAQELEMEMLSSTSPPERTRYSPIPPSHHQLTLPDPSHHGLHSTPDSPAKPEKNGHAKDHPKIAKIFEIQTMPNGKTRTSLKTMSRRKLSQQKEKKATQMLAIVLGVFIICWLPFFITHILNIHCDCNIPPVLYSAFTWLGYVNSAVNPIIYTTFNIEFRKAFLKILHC
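Primary screen. Calcium kinetics in induced HEK293 T-REx D2 cells: compound pre-addition 180 s, EC20 dopamine, 180 s more.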
TRHR enhancer = allosteric enhancers of human TRH receptor | TRHR cells, fluo-8 calcium fluorescence, EC20 TRH enhancement | P34981 | actives 0.66% (n = 360,000) | AID 493056 | enhancement, % at 2 µM; in the data active means enhancement above about 30%; further: 0% is about no effect
Target sequence (P34981 whole entry, looked up): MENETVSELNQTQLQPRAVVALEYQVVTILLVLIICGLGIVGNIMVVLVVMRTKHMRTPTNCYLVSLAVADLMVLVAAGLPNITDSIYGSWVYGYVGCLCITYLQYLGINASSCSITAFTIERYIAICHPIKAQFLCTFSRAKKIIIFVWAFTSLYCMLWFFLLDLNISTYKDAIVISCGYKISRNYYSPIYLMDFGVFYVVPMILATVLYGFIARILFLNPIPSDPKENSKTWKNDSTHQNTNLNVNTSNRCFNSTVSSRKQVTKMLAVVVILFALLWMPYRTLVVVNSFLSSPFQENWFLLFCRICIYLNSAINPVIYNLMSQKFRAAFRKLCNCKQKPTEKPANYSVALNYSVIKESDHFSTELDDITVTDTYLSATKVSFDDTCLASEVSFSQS
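Enhancer read-out: after compound pinning and an initial kinetic agonist-mode read, an EC20 of TRH (10 nM final) was injected and fluo-8 calcium signal (Ex 480/Em 530) followed at 1 s/cycle for 100 cycles in TRHR-expressing cells.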
RXFP1 antagonist = RXFP1 (human) relaxin receptor antagonism. HEK293-RXFP1, relaxin-stimulated cAMP HTRF, 30 min; active compounds read low. activity change, negative = inhibition, % at 57.5 µM. actives 0.59% (n = 350,000). AID 1259400;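 active means activity change of -60% or lower, but not beyond a set lower limit; inconclusive means change between -60% and -40%, or beyond the set limit; inactive means change above -40%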; further: on the % scale 0 is the no-effect control and ±100 the full control effect
RXFP1 agonist = agonists of human relaxin receptor RXFP1 | actives 0.3% (n = 370,000) | Potency, µM (highest dose often 57.5 µM), without a hit: top-dose activation, actives largely listed as activators | HEK293T-RXFP1 cAMP TR-FRET, 30 min; response scale: percent of porcine relaxin response, buffer zero | AID 2676; active means well fitted activation curve with a large enough effect; inconclusive means small, poorly fitted or top-dose-only effect; further: potency means the concentration at half of the fitted maximal effect; on the % scale 0 is the no-effect control and ±100 the full control effect; nearly all actives have a fitted effect of over 60% in size; many of its hits are not listed in these tables
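HEK293 cells stably expressing RXFP1, treated 30 min at 37C with compounds plus PDE4 inhibitor Ro 20174; cAMP measured by HTRF TR-FRET. Normalized to buffer and 29 nM porcine relaxin; EC50 by Hill fit.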
D2 ag = D2 dopamine receptor (human) agonism; P14416; HEK293 T-REx D2 cells, calcium flux agonist mode; activation, % at 2 µM; actives 0.53% (n = 340,000);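 active means activation over 3 SD above normal in the single-dose calcium agonist read, cut at about 30% in these data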; further: 0% is about no effect
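Tetracycline-induced HEK293 T-REx cells with force-coupled D2 receptor, plated overnight at 30 C, loaded with no-wash calcium dye. After a 10 s baseline, compound was pin-added and calcium flux read kinetically for 180 s; calcium rises flagged agonists.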
D1 PAM = human D1 dopamine receptor positive modulation; HEK293 TREx D1 cells, calcium flux, dopamine EC20 potentiation; potentiation, % at 10 µM; actives 0.036% (n = 360,000); AID 504651; in the data active means potentiation above about 30%; further: 0% is about no effect
D2 antag = antagonizes the human D2 dopamine receptor | P14416 | HEK293 TREx D2 cells, calcium flux, dopamine EC80 | inhibition, % at 10 µM | actives 2% (n = 340,000) | AID 485344; in the data active means inhibition above about 30%; further: 0% is about no effect
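In this primary screen, negative modulation is detected by tracking calcium flux after an EC80 dopamine challenge in inducible HEK293 T-REx D2 cells preexposed to test compound for 180 s.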
D1 ag = activates the human D1 dopamine receptor; activation, % at 2 µM; actives 1% (n = 360,000); AID 504660; HEK293 T-REx D1 cells, calcium flux, agonist mode; P21728; in the data active means activation above about 30%; further: 0% is about no effect
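Agonism was scored from calcium flux recorded over 180 s (1 read/s) after pintool compound addition, following a 10-cycle baseline. Cells were inducible force-coupled HEK293 TREx D1, plated overnight at 30 C and loaded with no-wash calcium dye.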
D1 antag = blocks dopamine activation of the human D1 receptor; P21728; HEK293 TREx D1 cells, calcium flux, dopamine EC80; active compounds read low; actives 3.2% (n = 360,000); activity change, negative = inhibition, % at 10 µM; in the data active means activity change below about -30%; further: on the % scale 0 is the no-effect control and ±100 the full control effect
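Using tetracycline-induced force-coupled D1 Hek293 cells and a calcium dye, signals were followed for 180 s after compound, then for 180 s after EC80 dopamine, to detect inhibitors.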
* marks the source's active call; other numbers are inactive results; ? = inconclusive; · = no result given; & = joins results of further samples.

Each structure is followed by: D2 potentiator | TRHR enhancer | RXFP1 antagonist | RXFP1 agonist | D2 ag | D1 PAM | D2 antag | D1 ag | D1 antag
Cc1cccc(CN2C(=O)CN=C(c3ccccc3)c3cc(Cl)ccc32)c1
 : -2 | 0 | ? | 1.0% | 0.8 | 0 | · | 2 | -4
COC(=O)[C@@]1(Cc2ccc(F)cc2)[C@H]2c3cc(C(=O)N(C)C)[nH]c3C[C@H]2CN1C(=O)c1ccccc1
 : -3 | 4 | · | 1.6% | 2.2 | 0 | -6 | 3 | -33*
c1ccc(CN2CCNCC2)nc1
 : -6 | -3 | 5 | 0.0% | 0.6 | -3 | 8 | 3 | 4
CSc1ccc(C(=O)C(C)(C)N2CCOCC2)cc1
 : -7 | -4 | -2 | 0.7% | -0.5 | 5 | 0 | 4 | 7
CCOC(=O)C1(CCc2ccccc2)CCN(Cc2cccc3cnccc23)CC1
 : -7 | -4 | -83* | -3.1% | 1.8 | -5 | -19 | 0 | -45*
Fc1cccc(CNCCc2c[nH]c3ccccc23)c1
 : -17 | -5 | -2 | -0.7% | 13 | -4 | 3 | 7 | 0
CC(C(=O)c1ccccc1)N1C(=O)c2ccccc2C1=O (stereo unspecified)
 : 1 | 0 | -10 | 0.3% | 0.5 | -1 | 5 | 0 | 2
CC(C)CCn1c(=O)c(C(=O)NCc2ccc3c(c2)OCO3)c(O)c2ccccc21
 : 7 | 1 | -3 | 5.6% | -1.6 | -2 | -7 | 7 | 4
COc1ccccc1N1CCN(Cc2cccc(OC)c2O)CC1
 : -28 | 0 | · | 0.4% | 74* | -6 | 81* | 2 | -20
O=C(Nc1cccc2ccccc12)N1CCC2(CC1)OCCO2
 : -4 | 5 | 19 | -0.8% | 2.3 | 3 | 2 | 1 | 4
O=c1c2ccccc2nc(-c2ccccc2)n1-c1cccnc1
 : -5 | 4 | -8 | 0.9% | -0.8 | -4 | 6 | 1 | 4
O=c1c(C=Nc2cccnc2Cl)c(O)n(CCCCl)c(=O)n1C1CCCCC1
 : 2 | 1 | -10 | 2.1% | 1.2 | -7 | 3 | 6 | -21
CN1c2ccc([N+](=O)[O-])cc2CC2(C(=O)NC(=O)NC2=O)C1c1ccccc1 (stereo unspecified)
 : 14 | 1 | 11 | -1.5% | 2.4 | 4 | -2 | 5 | -6
O=c1[nH]c(=O)n(-c2ccccc2F)c(O)c1C=NCCC1=CCCCC1
 : · | -3 | -10 | -0.5% | · | -4 | · | 1 | 7
ON1C2CCCCC2N(O)C1c1ccccc1F (stereo unspecified)
 : 3 | -6 | 9 | -1.5% | 0.6 | 1 | 50* | 3 | 15
Cc1ccc(-n2c(/C=C\c3ccc(F)c(F)c3)nc3ccccc3c2=O)c(C)c1
 : 15 | -2 | -1 | 0.9% | · | -1 | · | 0 | 10
CN1C2CCC1CC(=NO)C2
 : -7 | 12 | -7 | -1.2% | 1.2 | -1 | -6 | 3 | 8
Cc1c(-c2cccc(Cl)c2)nc2ccccc2c1C(=O)N1CCC2(CC1)OCCO2
 : 4 | -3 | -6 | 0.2% | 0.9 | 5 | 14 | 1 | 8
Cc1ccccc1NC1(C#N)CCCCC1
 : 0 | -1 | 1 | 0.9% | 0.9 | 4 | -28 | 4 | 7
O=c1[nH]c(=O)n(C2CCCCC2)c(O)c1C=Nc1ccc(N2CCOCC2)cc1
 : 26 | 6 | -4 | -4.3% | 0.0 | -1 | 13 | 6 | 13
CCN1CCC(N(C)C2CCCCC2)CC1
 : -3 | -4 | 0 | 2.5% | -0.8 | -2 | -3 | 4 | 52
C=CP(=O)(O)c1ccccc1
 : 6 | 1 | -3 | 2.5% | 2.0 | -2 | -2 | 3 | -14
C(#CCN1CCOCC1)COCC#Cc1ccccc1
 : -1 | 6 | -13 | -0.7% | -0.1 | -2 | 3 | 1 | 2
Cc1ccccc1NC(=O)Cc1nc(COC(=O)Cc2ccccc2)cs1
 : 0 | -7 | 1 | -1.7% | -0.9 | -4 | -5 | 5 | -2
O=[N+]([O-])c1ccc(N2CCCNCC2)c2ncccc12
 : -14 | 9 | · | -6.1% | 1.5 | -4 | -3 | 2 | 23
Cc1c(C)c2cc(Cl)c(OCC(=O)N3C[C@H]4C[C@@H](C3)c3cccc(=O)n3C4)cc2oc1=O
 : -5 | -3 | · | 3.4% | -0.9 | -4 | -12 | 0 | 6
Cc1cccc(CN2CCCC(C(=O)c3ccc(C(F)(F)F)cc3)C2)n1 (stereo unspecified)
 : 0 | -7 | 0 | -1.9% | 1.0 | -3 | 6 | 3 | -9
NNC(N)=O
 : 2 | 2 | · | 0.6% | 0.0 | -4 | 31* | 1 | -14
Cc1cc(C)c(Cn2c(C(=O)O)c(C=O)c3ccccc32)c(C)c1
 : -4 | -10 | -1 | 1.0% | -0.6 | -8 | -22 | 10 | -12
O=[N+]([O-])c1cccc2c([As](=O)(O)O)cccc12
 : -7 | 21 | 3 | 6.8% | 0.3 | -1 | -24 | 2 | -12

Ordered by length of the SMILES (highest first): some entries from above
Each structure is followed by: D2 potentiator | TRHR enhancer | RXFP1 antagonist | RXFP1 agonist | D2 ag | D1 PAM | D2 antag | D1 ag | D1 antag
Cc1c(-c2cccc(Cl)c2)nc2ccccc2c1C(=O)N1CCC2(CC1)OCCO2
 : 4 | -3 | -6 | 0.2% | 0.9 | 5 | 14 | 1 | 8
O=c1[nH]c(=O)n(-c2ccccc2F)c(O)c1C=NCCC1=CCCCC1
 : · | -3 | -10 | -0.5% | · | -4 | · | 1 | 7
CN1C2CCC1CC(=NO)C2
 : -7 | 12 | -7 | -1.2% | 1.2 | -1 | -6 | 3 | 8

(more compounds)
canonical_smiles | D2 potentiator | TRHR enhancer | RXFP1 antagonist | RXFP1 agonist | D2 ag | D1 PAM | D2 antag | D1 ag | D1 antag
CCCCn1c(O)c(/C=C2/C=CC=N2)c(=O)[nH]c1=O | 0 | -3 | -6 | 4.6% | 0.2 | -2 | -7 | -1 | -9
CC1CN=C(Nc2ccc(F)c(Cl)c2)S1 (stereo unspecified) | -8 | -1 | -34 | 4.1% | -1.4 | -3 | -15 | 15 | -33*
O=C(CN1C(=O)CCSc2ccccc21)N1CCC2(CC1)OCCO2 | -5 | 4 | 7 | 1.6% | 1.0 | -4 | 2 | 2 | 5
CC(=O)C1C2c3ccccc3OC1(C)N=c1s/c(=C/c3cnn(C)c3)c(=O)n12 (stereo unspecified) | 10 | 13 | -13 | 0.2% | -0.5 | -2 | 15 | 2 | 0
O=c1[nH]c(=O)n(CC2CCCO2)c(O)c1/C=C1\C=Nc2ccccc21 (stereo unspecified) | 10&12 | 2&-3 | -25&-16 | 2.1%&-0.1% | 0.8&1.5 | -11&-4 | 8&-4 | 3&3 | -4&-4
Cc1cc(C(=O)O)c(C)n1C1CC1 | · | -3 | 5 | 6.0% | · | -3 | · | 2 | -5
CN1C(=O)C(C2c3ccccc3C(=O)N2Cc2ccccc2)C(=O)N(C)C1=O (stereo unspecified) | -1 | -3 | -4 | 2.5% | 1.7 | -6 | -17 | 2 | -23
CCOP(=S)(OCC)Oc1cc(C)oc(=O)c1 | -3 | -1 | 1 | 0.2% | 0.4 | -1 | -17 | 4 | -3
CCCCC(=O)N/N=C/c1c(O)n(CCc2ccccc2)c(=O)[nH]c1=O | 11 | -4 | 11 | -1.6% | -1.2 | -12 | -6 | 1 | 17
CCN1CCc2ccccc2C1 | -11 | -1 | 15 | -0.3% | 0.6 | -5 | -9 | 3 | -2
O=C(Cn1c(=O)n(CC2CS2)c2ccccc21)N1CCCCCC1 (stereo unspecified) | 4 | 1 | -19 | 6.0% | -0.1 | 6 | 1 | 1 | -1
FC(F)(F)c1ccc2c(c1)NP(=S)(N1CCOCC1)c1nccn1-2 (stereo unspecified) | -10 | -8 | 8 | 0.5% | 0.4 | -3 | -3 | 0 | -10
c1ccc2c(CCNC3=NCCC3)c[nH]c2c1 | 9 | 13 | -5 | -1.0% | 0.4 | -9 | -10 | 2 | 18
CC1CN(c2ccc([N+](=O)[O-])c(N3CCCCC3)c2)CCN1 (stereo unspecified) | 4 | -3 | 3 | -0.2% | 2.1 | -4 | 17 | 25 | -4
CC1(C)CC(=O)C(C=NCCN2CCN(C(=O)Cc3ccccc3)CC2)=C(O)C1 | -2 | -5 | 0 | 1.6% | 1.0 | -7 | -11 | 6 | 4
C=CCn1c(O)c(/C=N/NC(=O)c2ccncc2)c(=O)[nH]c1=O | 3 | 8 | 8 | 2.9% | -0.2 | -2 | -8 | 4 | 4
Cc1cccc(C)c1NC(=O)c1cccn(Cc2ccc3c(c2)OC(F)(F)O3)c1=O | 11 | 1 | -6 | -0.5% | 2.6 | 6 | 2 | 12 | 46
COc1ccc(-n2c(/C=C/c3ccc(O)c(OC)c3)nc3ccccc3c2=O)cc1 | 11 | 4 | -4 | -2.1% | 0.1 | 4 | -6 | 9 | 6
CC(C)[C@H]1C(=O)N2CCC[C@H]2[C@]2(O)O[C@](NC(=O)[C@@H]3C=C4c5cccc6[nH]cc(c56)C[C@H]4N(C)C3)(C(C)C)C(=O)N12 | -31 | 2 | · | 0.5% | 84* | -5 | 88* | 4 | -34*
CN1CCN(CC#CCOc2ccc(Cl)cc2)CC1 | -2 | 22 | -6 | -0.6% | -3.2 | -2 | -14 | 4 | -2
COc1cc(C)c(CNCCc2c[nH]c3ccccc23)cc1C | -16 | 4 | -8 | 0.0% | -1.2 | -4 | -15 | 27 | 0
CC(C)OC(=O)Nc1ccc(N=C(N)N[N+](=O)[O-])cc1 | -6 | -10 | -4 | -0.8% | 1.1 | -12 | 18 | 2 | -3

Profiles, looked up by structure:
Listed for CCOP(=S)(OCC)Oc1cc(C)oc(=O)c1 : D2 potentiator = -3; TRHR enhancer = -1; RXFP1 antagonist = 1; RXFP1 agonist = 0.2%; D2 ag = 0.4; D1 PAM = -1; D2 antag = -17; D1 ag = 4; D1 antag = -3
Listed for c1ccc2c(CCNC3=NCCC3)c[nH]c2c1 : D2 potentiator = 9; TRHR enhancer = 13; RXFP1 antagonist = -5; RXFP1 agonist = -1.0%; D2 ag = 0.4; D1 PAM = -9; D2 antag = -10; D1 ag = 2; D1 antag = 18
Listed for Cc1cccc(C)c1NC(=O)c1cccn(Cc2ccc3c(c2)OC(F)(F)O3)c1=O : D2 potentiator = 11; TRHR enhancer = 1; RXFP1 antagonist = -6; RXFP1 agonist = -0.5%; D2 ag = 2.6; D1 PAM = 6; D2 antag = 2; D1 ag = 12; D1 antag = 46

The list is partial (hit frequency here may not be typical).
